hgDAF12 agonist: agonists of H. glycines DAF-12 nuclear receptor; activation, % at 6.8 µM; 370,000 compounds, 1.8% hits; HEK293 GAL4-hgDAF12 UAS-luciferase reporter, agonist luminescence; normalized to butyrate control;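 active = activation above a cutoff set at the mean of all screened compounds plus 3 SD, cut at about 10% in these data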;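 note: 0% = DMSO wells and 100% = sodium butyrate wells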
DAX1 inh-1: inhibitors of DAX1 repression of SF-1 activated StAR promoter; HEK293T StAR-luciferase reporter, SF-1/DAX-1 repression relief; inhibition, % at 6.8 µM; 370,000 compounds, 1.1% hits; AID 652010;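 active = inhibition above the mean over all tested compounds plus 3 SD, cut at about 3.6% in these data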;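 note: 0% = DAX-1 cells with DMSO and 100% = cells lacking DAX-1 with DMSO; higher inhibition means more luminescence from relief of DAX-1 repression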
DAX1 inh-2: inhibits human nuclear receptor DAX1. HEK293 Gal4-DAX1 luciferase reporter, luminescence. 340,000 compounds, 0.99% hits. inhibition, % at 6.75 µM. P51843. AID 504766;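 active = inhibition above the mean over all tested compounds plus 3 SD, cut at about 4.2% in these data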;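 note: 0% = DAX1-transfected cells with DMSO and 100% = empty-vector control cells with DMSO; inhibition shows as a rise in luminescence from relieved DAX1 repression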
PLC-beta3 inh: inhibitors of human phospholipase C beta3 | Q01970 | Purified PLC-beta3, fluorogenic substrate, fluorescence | AID 720704 | 370,000 compounds, 0.18% hits | inhibition, % at 12.2 µM; in the data active = inhibition above about 11%;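 note: 0% = median of compound wells on plate and 100% = full blocker control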
HGIII-sPLA2 inh: Blocks human group III sPLA2 activity | AID 743126 | 370,000 compounds, 0.56% hits | Q9NZ20 | QFRET BODIPY PC-A2 liposome hydrolysis, fluorescence | inhibition, % at 12.2 µM;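 active = inhibition above mean plus 3 SD of compounds lying within the high and low control bounds, cut at about 19% in these data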;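 note: 0% = median of test compound wells and 100% = no enzyme DMSO wells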
Target sequence (Q9NZ20 whole entry, looked up): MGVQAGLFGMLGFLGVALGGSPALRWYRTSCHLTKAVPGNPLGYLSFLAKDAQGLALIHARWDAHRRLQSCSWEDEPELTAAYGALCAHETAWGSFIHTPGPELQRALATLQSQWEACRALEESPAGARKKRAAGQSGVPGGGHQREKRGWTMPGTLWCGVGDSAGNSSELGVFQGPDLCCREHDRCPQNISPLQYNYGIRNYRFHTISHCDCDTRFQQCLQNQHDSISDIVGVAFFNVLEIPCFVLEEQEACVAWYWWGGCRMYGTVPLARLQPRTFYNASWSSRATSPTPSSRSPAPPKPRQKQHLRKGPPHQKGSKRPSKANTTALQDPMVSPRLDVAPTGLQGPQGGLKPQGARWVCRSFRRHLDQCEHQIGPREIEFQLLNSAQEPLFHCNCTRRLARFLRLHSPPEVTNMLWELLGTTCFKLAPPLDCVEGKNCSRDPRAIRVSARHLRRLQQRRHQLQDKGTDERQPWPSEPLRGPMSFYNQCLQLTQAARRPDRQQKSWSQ
SMARCA2 activ: activators of SMARCA2 function; MG213 cells, MMTV-luciferase reporter, dexamethasone, overnight; activation, % at 9.1 µM; 370,000 compounds, 1% hits; in the data active = activation above about 7.8%;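 note: 0% = vehicle wells and 100% = reference activator wells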
Rev-erbA mod: modulates human Rev-erb alpha binding to DNA. P20393. Rev-erbα–FITC-DNA binding, fluorescence polarization, 90 min. activity, % at 10 µM. 370,000 compounds, 0.79% hits. AID 1259318;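 active = activity above about 14%, limit read from the data; passing the limit was not always enough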;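 note: 0% = DMSO wells with 35 nM protein and 100% = DMSO wells with 750 nM protein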
Target sequence (P20393 whole entry, looked up): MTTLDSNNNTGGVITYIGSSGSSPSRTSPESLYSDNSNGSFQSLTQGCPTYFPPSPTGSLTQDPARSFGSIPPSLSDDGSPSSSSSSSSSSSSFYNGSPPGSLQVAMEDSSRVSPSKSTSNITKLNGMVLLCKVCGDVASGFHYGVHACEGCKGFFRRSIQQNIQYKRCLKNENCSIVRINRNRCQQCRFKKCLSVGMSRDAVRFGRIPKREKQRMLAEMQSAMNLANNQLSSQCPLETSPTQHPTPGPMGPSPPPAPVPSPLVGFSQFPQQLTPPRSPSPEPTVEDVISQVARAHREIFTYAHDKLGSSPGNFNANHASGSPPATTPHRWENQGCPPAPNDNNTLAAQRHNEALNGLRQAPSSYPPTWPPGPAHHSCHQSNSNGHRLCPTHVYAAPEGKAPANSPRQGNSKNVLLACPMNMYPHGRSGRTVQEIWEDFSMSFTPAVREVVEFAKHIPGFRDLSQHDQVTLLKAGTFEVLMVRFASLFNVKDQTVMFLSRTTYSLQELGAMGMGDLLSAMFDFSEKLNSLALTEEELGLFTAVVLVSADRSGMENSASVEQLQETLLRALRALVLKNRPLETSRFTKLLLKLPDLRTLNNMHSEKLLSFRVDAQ
GAA850 FXN act: increases GAA850 frataxin promoter reporter activity; activation, % at 6 µM; HEK293 lucGAA850 FXN promoter luciferase reporter, 24 h; percent of 10 µM SAHA response; 360,000 compounds, 0.56% hits; AID 540364;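 active = activation above the average of all compounds screened plus 3 SD, cutoff fixed separately per campaign, cut at about 7.5% in these data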;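 note: 0% = DMSO wells and 100% = 10 µM SAHA wells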
ssDAF12 agonist: activates DAF-12 receptor from parasite S. stercoralis; HEK293 ssDAF-12/GRIP1 lit1-tk-luc reporter, luminescence; % of 3 µM dafachronic acid response; activation, % at 6.8 µM; 370,000 compounds, 1% hits; AID 652126;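 active = activation above the mean over all tested compounds plus 3 SD, cut at about 0.9% in these data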;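 note: 0% = DMSO-only wells and 100% = 3 µM delta7-dafachronic acid wells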
PG9 binder: binds the HIV-1 gp120 antibody PG9 | TR-FRET gp120-PG9 antibody binding | inhibition, % at 6.7 µM | 360,000 compounds, 0.43% hits | AID 624416; in the data active = inhibition above about 8.5%
hcDAF12 agonist: H. contortus DAF-12 activation, primary screen. HEK293 hcDAF-12 lit1-tk-luc reporter, luminescence; 0% DMSO, 100% Δ7-dafachronic acid. activation, % at 6.8 µM. 370,000 compounds, 1.4% hits;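 active = activation above the mean of all tested compounds plus 3 SD, cut at about 5.5% in these data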;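 note: 100% = response to 3 µM Δ7-dafachronic acid high control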
An asterisk follows results filed as active; i = inactive; x = no result given.

cpd	SMILES	hgDAF12 agonist	DAX1 inh-1	DAX1 inh-2	PLC-beta3 inh	HGIII-sPLA2 inh	SMARCA2 activ	Rev-erbA mod	GAA850 FXN act	ssDAF12 agonist	PG9 binder	hcDAF12 agonist
1	O=C1CC(c2ccccc2)C(C(=O)O)N1 (stereo not given)	4.1	0.7	2.4	2	2	0	11	-0.4	-1.6	-1.2	-2.2
2	CCn1c(C(c2ccccc2)c2ccccc2)n[nH]c1=S	0.5	0.9	0.4	2	19	-1	1	-0.7	-1.3	1.8	-1.6
3	CCOC(=O)C1=C[C@@H](C(C)(C)C)N(S(=O)(=O)c2ccc(C)cc2)[C@H]1c1ccccc1	-0.6	-3.1	x	2	-5	-2	10	x	-1.8	0.9	-1.5
4	CC(C)(C)OC(=O)N1CCCC1C(=O)O (stereo not given)	0.6	0.5	2.4	4	2	-5	-5	1.0	0.1	-3.4	-1.0
5	CC(=O)NCCCc1nc2ccccc2n1Cc1ccccc1F	3.2	-0.2	0.3	-4	-5	-3	-5	2.2	-1.2	-0.5	-2.9
6	COc1ccc(NC(=O)c2ccc(-n3cccn3)c([N+](=O)[O-])c2)cc1	2.0	-0.1	-0.3	1	-7	-5	-2	2.2	-1.6	-2.4	0.3
7	CCCc1cc(CNC(=O)C2CCC(=O)N(CCc3cccc(F)c3)C2)on1 (stereo not given)	-0.1	0.0	0.6	1	1	-4	6	-0.6	-1.4	-0.2	-0.9
8	COc1ccc2c([N+](=O)[O-])c(N3CCOCC3)[nH]c2c1	-2.9	0.5	0.6	-35	0	2	-3	0.9	-1.6	-0.6	-0.1
9	CCOc1ccc(S(=O)(=O)NCc2cccnc2)cc1NC(=O)c1ccccc1	-1.0	-0.1	-0.1	-6	-4	0	-1	1.7	-0.9	-0.2	-0.3
10	COc1ccccc1-n1cnc(N)c1C(C)=O	-1.6	0.3	0.1	7	5	0	2	-2.8	-0.5	-2.3	0.5
11	CCOC(=O)c1cnn(-c2ccc(C(C)C)cc2)c1NC(=O)C1CCC1	5.4	0.1	-0.3	2	-3	-1	-3	1.2	-1.5	1.7	0.0
12	CN(CC(=O)Nc1ccc(F)cc1)C(=O)CNC(=O)C1CCCCC1	0.1	-0.4	1.0	-9	14	-3	-4	2.2	-1.2	0.5	0.1
13	Cc1nc2ccc(NC(=S)NC(C)C)cc2nc1C	6.1	0.6	1.1	i	3	-1	-5	-0.9	-0.9	-2.2	-2.1
14	CCOC(=O)c1c(NC(=O)COC(=O)c2ccccn2)sc(C(=O)N(C)C)c1C	-1.1	2.4	-0.3	-62	7	-3	-1	1.0	-1.3	0.6	-1.1
15	Cc1nc(-c2ccc(F)cc2)c(CC(=O)N(C)CC(=O)Nc2ccccc2C(F)(F)F)s1	-0.2	-1.8	-0.2	-4	4	-1	-3	0.1	-0.8	2.0	0.4
16	CN(Cc1cccs1)c1nc(-c2cccnc2)nc2ccccc12	-1.7	-3.5	-0.2	-35	-9	0	3	2.4	-2.4	1.0	-2.9
17	CC(=O)c1ccc(OCC(=O)Nc2nnc(C3CC3)s2)cc1	-0.9	-0.3	1.5	1	5	-1	-5	0.7	0.3	2.4	-0.5
18	COc1cc(/C=N/NC(N)=S)ccc1OCC(=O)Nc1ccc(C)cc1	-0.5	-1.2	-1.5	-5	17	0	-7	-2.8	-1.0	-0.9	0.1
19	COc1ccc(OC)c(S(=O)(=O)Nc2cccc3c(O)cccc23)c1	0.4	-0.2	x	-7	-32	-2	6	-2.0	-0.4	1.2	1.5
20	COc1ccc(CC(=O)OCC(=O)NCCc2ccccc2)cc1OC	0.8	1.2	-0.1	2	-3	0	0	-1.7	-0.2	0.8	-0.5
21	O=C(O)C1CCN(C(=O)CSc2nc3ccccc3c(=O)n2Cc2ccccc2)CC1	-0.7	0.4	-0.6	-4	10	-3	-1	-0.1	-0.8	-0.4	0.8
22	O=c1c2ccccc2nc(/C=C/c2cccnc2)n1CCc1ccccc1	-4.1	-0.9	-2.2	-20	14	-6	4	-1.5	-1.2	-0.3	-1.0
23	O=C(O)c1cccc(-c2csc(C(O)c3ccc(F)cc3)n2)c1 (stereo not given)	6.2	4.2*	x	-3	-2	1	3	2.9	-0.1	-1.3	1.6
24	O=C(NC12CC3CC(CC(C3)C1)C2)c1cccc(OC(F)F)c1	2.0	0.5	-0.6	-1	-1	3	-1	4.8	0.1	-1.9	0.5
25	CCCC(=O)N1CCC1(C)C(=O)Nc1ccccc1-c1ccccc1 (stereo not given)	2.0	-1.1	x	2	-2	2	5	0.4	-0.7	-0.5	-0.8
26	CCn1c(=O)c(C(C)=O)nc2ccccc21	-0.8	-0.6	0.6	-110	12	-1	7	3.4	-1.2	-0.9	-1.6
27	O=C(Cc1ccccc1)NN1C(=O)C2C3C=CC(C4CC34)C2C1=O (stereo not given)	-0.2	0.2	-0.5	3	0	-2	6	1.6	-0.5	-0.3	-1.0
28	O=C(O)c1ccc(/C=N/NC(=O)c2ccc(CN3c4cccc5cccc(c45)S3(=O)=O)cc2)cc1	-2.2	0.3	-2.5	-292	-11	-5	1	1.1	-1.6	-0.8	-0.7
29	CCCOC(=O)c1ccc(NC(=O)c2ccccc2[N+](=O)[O-])cc1	6.8	0.2	-0.4	1	-4	2	-2	3.9	-0.7	-1.2	2.0
30	C#CCN(Cc1ccco1)C(=O)c1ccc(OC2CCN(Cc3ccccn3)CC2)cc1	-2.5	-3.7	-0.6	-12	-3	-2	-1	1.9	-1.3	-1.2	-0.2
31	COCCNC(=O)c1ccc2c(c1)CCN2S(C)(=O)=O	-2.1	0.8	-1.6	-3	-1	-4	-2	-0.8	-0.5	0.7	0.5
32	O=S(=O)(c1cccs1)N1CCCc2ccccc21	-1.2	0.0	0.6	2	-1	3	5	-2.3	-1.0	-0.1	-1.2
33	CCCC(=O)NC(c1ccco1)c1c(O)ccc2ccccc12 (stereo not given)	-3.2	-0.1	-1.3	-14	-10	-2	1	-2.0	-1.0	-2.2	0.1
34	COc1ccc(-n2cc(-c3ccc(Br)cc3)[nH]c2=S)cc1	1.2	0.7	-0.1	5	3	3	-1	1.1	-0.9	7.0	-0.2
35	COc1ccccc1CNC(=O)CSCc1cnn(-c2ccccc2)c1-n1cccc1	-2.0	1.2	-0.8	4	-5	-2	5	2.0	-1.3	2.9	-3.7
36	Cc1ccccc1NC(=O)CN1CCN(c2nc(-c3ccccc3)cs2)CC1	1.0	-0.9	x	3	0	3	-2	x	-1.0	x	-2.6
37	COc1cc(C)ccc1OCCOCCOc1cccc2ccc(C)nc12	-2.7	-0.2	0.0	-8	-3	-5	-3	-1.8	-1.9	0.9	-1.1
38	COc1ccc(NC(=O)C(=O)N2N=C(C(C)C)CC2(O)C(F)(F)F)cc1 (stereo not given)	-0.2	-0.4	-0.2	4	-5	0	10	-2.5	-1.3	-1.1	-0.6
39	CCOc1ccc(C(=O)NCC(=O)NCC(c2ccco2)N2CCCCC2)cc1OCC (stereo not given)	0.1	1.5	0.0	0	3	-1	1	0.1	-0.4	0.6	0.2
40	CCN(c1ccccc1)S(=O)(=O)c1ccc(Cl)c(C(=O)NCCc2ccc(OC)cc2)c1	-2.3	-0.4	-1.0	4	10	-5	-4	-2.5	-0.6	0.4	-1.2
41	COc1cc(C(=O)Nc2ccc(S(=O)(=O)Nc3nccc(C)n3)cc2)cc(OC)c1OC	-3.2	0.5	1.5	1	-3	-1	3	-1.8	-1.3	0.2	0.1
42	COc1ccc(C(C)(C)C)cc1NS(=O)(=O)c1cccc2cccnc12	-2.1	-0.7	-0.7	-7	-7	-2	3	2.0	-0.8	0.6	-1.8
43	O=C(C1CCN(C2CCN(Cc3ccc4c(c3)CCO4)CC2)CC1)N1CCCC1	-1.1	-0.1	0.3	-7	-3	-4	0	0.0	-1.4	-1.4	-1.8
44	O=C1CN(C(=O)c2ccc3nc(Cc4cccc(Cl)c4)oc3c2)CCN1	2.7	-0.6	0.3	-6	-5	0	-8	-0.9	-1.2	-2.0	-0.7
45	O=C(c1ccc(CS(=O)c2ccc(F)cc2)o1)N1CCN(C2CCCCC2)CC1 (stereo not given)	-1.0	1.1	0.4	-5	-3	-2	-3	1.8	-1.2	-0.3	1.2
46	COc1ccccc1Cc1noc(COc2cccc(C)c2C)n1	-1.0	-1.1	0.5	-2	-4	-1	2	0.6	-1.6	-0.4	-1.1
47	O=C(NC1CCCCC1)c1cccc(S(=O)(=O)N2CCOCC2)c1	-0.6	0.1	0.6	0	5	0	-3	0.5	-0.7	0.2	-2.5
48	Cc1nc2nc(N)nn2c(C)c1C/C=C/c1ccccc1	-3.0	-0.7	-1.3	-3	-2	-3	3	5.3	-1.7	2.2	-0.6
49	COc1cc(NC(=O)[C@@H]2CCCN2S(=O)(=O)c2cccc3cccnc23)cc(OC)c1OC	-1.4	-0.2	1.9	-7	5	1	0	1.3	-1.3	0.3	-1.2
50	CC(C)(C)c1cc[n+](/C(C(=S)Nc2ccccc2F)=C(/[O-])c2ccc3c(c2)OCCO3)cc1	14*	1.1	2.1	-21	10	3	2	-0.6	0.4	0.1	6.8*

More entries
cpd	SMILES	hgDAF12 agonist	DAX1 inh-1	DAX1 inh-2	PLC-beta3 inh	HGIII-sPLA2 inh	SMARCA2 activ	Rev-erbA mod	GAA850 FXN act	ssDAF12 agonist	PG9 binder	hcDAF12 agonist
51	COc1ccc(C2=Nn3c(C)nnc3SC2)cc1	2.6	2.2	0.6	-8	8	-2	2	1.3	-1.4	0.2	-0.1
52	Cc1cc(Cl)ccc1Nc1ncccc1C(N)=O	8.5	1.0	9.6*	0	2	5	1	4.6	-0.6	-2.8	1.7
53	COC(=O)c1ccc(CSc2nc3c(c(=O)n2-c2ccc(Br)cc2)SCC3)o1	-3.0	-0.2	-0.8	-1	6	-2	7	5.3	-0.8	-1.2	-1.4
54	CSc1ccc(C#N)cc1NC(=O)c1ccc(Cl)cc1Cl	0.8	-0.7	0.8	1	-2	3	10	-1.6	-0.8	11*	-1.0
55	COC(=O)C[C@@H]1CC[C@H]2[C@H](COc3ccc(NC(=O)Nc4cccc(C#N)c4)cc3C(=O)N2C)O1	0.8	-1.1	x	2	-19	-3	-2	x	-0.8	x	0.3
56	O=[N+]([O-])c1ccc2[nH]c(O)c(N=NC3CCS(=O)(=O)C3)c2c1 (stereo not given)	-2.7	-0.1	1.8	-7	-1	1	-3	0.1	-0.7	-4.4	-1.2
57	O=C(O)c1ccccc1OCc1ccccc1Cl	-0.8	0.6	0.4	-6	3	-1	-4	0.5	-0.6	0.5	-1.4
58	COc1ccc(-n2c(CN3CCC(C(N)=O)CC3)nc3ccc([N+](=O)[O-])cc3c2=O)c(OC)c1	2.9	-0.5	3.7	-8	3	8.0*	0	2.3	-1.3	-2.2	1.8
59	Cc1ccc(N(C)C(=O)CCS(=O)(=O)c2ccc3c(c2)oc(=O)n3C)cc1	-0.5	-0.2	-0.1	-2	4	-2	-6	-0.4	-1.5	-0.2	2.5
60	COC(=O)Nc1snnc1C	-2.0	-0.2	-1.4	2	10	0	-2	3.6	-1.0	0.1	-0.9
61	CC(=O)Nc1scc(C)c1-c1nc2ccccc2s1	-2.8	-0.5	2.7	-200	12	-2	-2	2.2	-0.3	1.0	0.1

Screening results as filed in PubChem BioAssay.
